Nrf2 inh: Nrf2 qHTS screen for inhibitors; AID 504444, 2011; 360,000 compounds, 2.1% hits; A549 ARE-Fluc reporter, luciferase luminescence, 18-24 h; Potency, µM (titrated, usually from 46 µM), for inactives: top-dose activity change, negative = inhibition, hits mostly inhibitors; further: potency means the concentration at half of the fitted maximal effect; on the % scale 0 is the no-effect control and ±100 the full control effect; nearly all actives have a fitted effect of over 60% in size
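Cells were seeded and rested 2 h, then exposed to compounds for 18-24 h. CellTiter-Fluor was read first as a viability measure. BugLite was added 15 min before the final luminescent read of ARE-luciferase activity in A549 cells.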
IL-1B inflam inh: qHTS for Inhibitors of Inflammasome Signaling: IL-1-beta AlphaLISA Primary Screen | THP-1 LPS/ATP IL-1B secretion, AlphaLISA, 16 h; active compounds read low | 360,000 compounds, 4.7% hits | activity change, % at 57.5 µM; in the data active means activity change below about -50%; inconclusive means mostly about -30% to -49%; further: on the % scale 0 is the no-effect control and ±100 the full control effect
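Secreted IL-1B measured by AlphaLISA bead assay after 16 h compound exposure of THP-1 cells; compounds (final up to 57.5 uM) added 1 h before LPS (250 ng/mL) and ATP (1.25 mM) stimulation; lower signal means less secretion.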
Nrf2 ARE act: qHTS of Nrf2 Activators | AREc32 ARE-luciferase reporter (MCF7-derived line), luminescence, 24 h | Potency, µM (titrated, usually from 46.1 µM), inactives show at the top dose activation, usual class: activators | 410,000 compounds, 0.31% hits; further: potency means the concentration at half of the fitted maximal effect; % of control where 0% means no effect; nearly all actives have a fitted effect of over 65% in size
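Cells of the AREc32 ARE-luciferase line are plated in OPTI-MEM containing 5% FBS and left overnight at 37 deg C. Compounds are pinned in, incubation continues 24 hr, and firefly luciferase signal is then measured.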
ATXN2 expr inh: Primary qHTS for Inhibitors of ATXN expression; HEK-293 ATXN2-luciferase reporter, luminescence, 24 h; 360,000 compounds, 0.72% hits; AID 1745845, 2022; Potency, µM (doses to about 57 µM), for inactives: top-dose activity change, negative = inhibition, usual class: inhibitors; further: potency means the concentration at half of the fitted maximal effect; on the % scale 0 is the no-effect control and ±100 the full control effect; nearly all actives have a fitted effect of over 55% in size
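ATXN2-luciferase reporter cells (luciferase flanked by upstream and downstream ATXN2 gene portions) were treated 24 h at 37 °C with compounds at up to 57 uM. SteadyGlo luminescence gave expression; GF-AFC fluorescence gave viability.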
A549 viability: Nrf2 qHTS screen for inhibitors: counterscreen for cytotoxicity. A549 ARE-Fluc cells, CellTiter-Fluor viability, 18-24 h. Potency, µM (doses to about 46 µM), without a hit: at the top dose activity change, negative = cytotoxicity, actives largely listed as inhibitors. 390,000 compounds, 0.16% hits; further: potency means the concentration at half of the fitted maximal effect; on the % scale 0 is the no-effect control and ±100 the full control effect
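A549 ARE-Fluc cells in 5% FBS OPTI-MEM, 5000 cells/well, rested 2 h then exposed to compounds in concentration-response for 18-24 h at 37 °C. Viability by CellTiter-Fluor fluorescence (Ex 405/Em 525) after 30 min; luciferase luminescence (BugLite, 15 min, RT) read afterwards.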
TGFb inhibitor: qHTS for Inhibitors of TGF-b; AID 588855, 2011; 410,000 compounds, 1.2% hits; Potency, µM (titrated, usually from 46.1 µM), for the others: at the top dose activity, negative = inhibition, actives largely listed as inhibitors; HepG2 CAGA-GFP TGF-b/SMAD3 reporter, GFP fluorescence, 18 h; TGF-beta stimulated, 500 pg/mL final; further: potency means the concentration at half of the fitted maximal effect; on the % scale 0 is the no-effect control and ±100 the full control effect; nearly all actives have a fitted effect of over 65% in size
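HEPG2 CAGA-GFP reporter cells (1000/well, DMEM with 1% FBS) received compounds, then recombinant TGF-beta at 500 pg/mL final for 18 hours at 37 degrees C. Per-cell GFP summed per well was normalised to unstimulated and stimulated DMSO controls before curve fitting.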
ATXN viability: Viability Counterscreen for Primary qHTS for Inhibitors of ATXN expression; Potency, µM (titrated, usually from 56.7 µM), usual class: cytotoxic; S2 cells (HEK-293 line with an ATXN2-luciferase reporter) viability, CellTiter-Fluor protease fluorescence, 24 h; 400,000 compounds, 0.49% hits; further: potency means the concentration at half of the fitted maximal effect; nearly all actives have a fitted effect of over 40% in size
MCF10A rerep: A quantitative high throughput screen for small molecules that induce DNA re-replication in MCF 10a normal breast cells; MCF 10A DNA re-replication, Hoechst nuclear intensity, 48 h; Potency, µM (doses to about 46.1 µM), inactives show top-dose activity, positive = re-replication, most hits filed as activators; 350,000 compounds, 2.9% hits; AID 624296, 2012; further: potency means the concentration at half of the fitted maximal effect; % of control where 0% means no effect; nearly all actives have a fitted effect of over 50% in size
HepG2 viability: qHTS for Inhibitors of TGF-b: Cytotox Counterscreen; 410,000 compounds, 0.76% hits; Potency, µM (titrated, usually from 46.1 µM), inactives show at the top dose activity change, negative = cytotoxicity, most hits filed as cytotoxic; HepG2 CAGA-GFP viability, ATP luminescence, 18 h; further: potency means the concentration at half of the fitted maximal effect; some results filed as inactive show a strong effect at the top dose
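CellTiter-Glo luminescence gave cytotoxicity after 18 hours at 37 degrees C. The cells were HepG2 CAGA-GFP in 1% FBS DMEM, stimulated with 500 pg/mL TGF-beta after compound addition. %Activity was normalised to no-cell wells (complete cell-killing) and DMSO (no toxicity), and curves were fitted and classified.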
* = called active by the depositor; i = inactive; ? = inconclusive; / = no result given; & = joins results of further samples; [ ] = dose if it differs, or a comment. Unless noted, the call rests on the fitted dose curve; in most records, active means well fitted curve in the direction sought with a large enough effect; inconclusive means small, poorly fitted or top-dose-only effect, or another doubt; inactive means no such curve, though single readings can be large; an effect the other way counts as inactive or inconclusive.

| Structure | Nrf2 inh | IL-1B inflam inh | Nrf2 ARE act | ATXN2 expr inh | A549 viability | TGFb inhibitor | ATXN viability | MCF10A rerep | HepG2 viability |
| --- | --- | --- | --- | --- | --- | --- | --- | --- | --- |
| Cc1nnc(SCC(=O)NCc2ccccc2)s1 | / | -12 | 0.3% | -8% | -1% | 13% | i | 2% | 4% |
| CN(C)S(=O)(=O)c1ccc(NCC2COc3ccccc3O2)c([N+](=O)[O-])c1 (stereo not given) | -18% | -22 | 3.4% | 19% | -4% | ? | i | 12% | -33% |
| NC(=O)c1ccc(Nc2nnc(-c3ccc(O)cc3)c3ccccc23)cc1 | -10% | -22 | 0.1% | 0% | 0% | 1% | i | ? | -22% |
| COc1ccc(CNS(=O)(=O)c2cc3c4c(c2)C(C)C(=O)N4CCC3)cc1 (stereo not given) | 5% | 18 | 3.3% | / | 1% | -2% | i | ? | -9% |
| CCOC(=O)c1cnc2c(c(C)nn2C)c1Oc1ccc(OC)cc1 | -10% | 42 | 0.5% | / | -12% | -17% | i | 4% | -11% |
| COc1ccc(N2C(=O)CC(N3CCN(c4nc5ccccc5s4)CC3)C2=O)cc1 (stereo not given) | -5% | 9 | -0.9% | 2% | -11% | -2% | i | 8% | -13% |
| Cc1c(C(=O)C(=O)N2CCN(Cc3ccc4c(c3)OCO4)CC2)c2ccccc2n1C | 10% | -6 | 0.7% | / | 1% | -17% | i | 0% | -16% |
| C/C(CC(=O)NCc1ccccc1)=N\NC(=O)c1cnccn1 | ? | 7 | 2.0% | 1% | 1% | 7% | i | 10% | 9% |
| CCS(=O)(=O)n1nc(NCc2cccc(OC)c2)nc1NCc1cccc(OC)c1 | / | -2 | 0.6% | -8% | 1% | -4% | i | 0% | 2% |
| COc1ccc(OCC(=O)Nc2cc(NC(=O)c3ccco3)ccc2OC)cc1 | -12% | -55* | 0.6% | -18% | 1% | 5% | i | -1% | -19% |
| O=C1C2C(c3ccccc3)CC=CC2[C@H](c2ccc3ccccc3c2)N1Cc1ccccc1 (stereo not given in full) | -10% | -20 | -0.1% | 0% | 1% | 1% | ? | ? | -8% |
| O=C(Nc1ccc(C(=O)N2CCCC2)cc1)c1ccccc1 | 15% | -8 | 3.7% | 18% | -4% | -1% | i | 7% | -47% |
| O=C(CC(Nc1ccc(F)cc1)C(=O)O)c1ccccc1 (stereo not given) | ? | -4 | 20µM* | 113%[activator] | 1% | -2% | i | 16% | -4% |
| O=C(CSc1nc2ccccc2o1)N/N=C/c1ccccc1 | 15% | -14 | 1.9% | 0% | 10% | 2% | i | 3% | -1% |
| O=C(CN1CCOCC1)N(c1ccccc1)c1ccc2ccccc2c1 | -21% | -6 | 0.3% | 0% | -1% | 37% | ? | 2% | -1% |
| CCOc1ccc(NC(=O)CCSc2nnc(C)s2)cc1 | 7% | -30 | -0.4% | 11% | -2% | -4% | i | ? | -2% |
| COc1ccc(C(=O)NC(=S)N(Cc2ccccc2)Cc2ccccc2)cc1 | 18µM* | -1 | 5.4% | -37% | -23% | ? | i | -181%[0.0737 µM] | -24% |
| Cc1cc(/C=N/n2cnnc2)c(C)n1-c1ccc(C(=O)O)cc1 | -4% | -9 | -0.1% | / | -5% | 0% | / | -5% | -5% |
| O=c1[nH]nc(Cc2ncc(C(F)(F)F)cc2Cl)c2ccccc12 | ? | 53 | -0.3% | -36% | 3% | 0% | i | 11% | 0% |
| COc1ccc(OC)c(N(CC(=O)NC2CCCC2)S(=O)(=O)c2ccc(OC)c(OC)c2)c1 | 4% | 20 | 0.2% | 9% | 0% | 19% | i | 1% | 2% |
| O=C(Nc1cccc(O)c1)c1cc2nc(-c3ccc(Br)cc3)cc(C(F)(F)F)n2n1 | 9% | / | 3.9% | -1% | 6% | -6% | i | / | -14% |
| O=C(Cc1ccc(-n2cnnn2)cc1)NC12CC3CC(CC(C3)C1)C2 | -1% | -17 | 2.3% | -3% | -1% | 12% | i | 14% | 5% |
| Cc1nc(NC(=O)CSc2nnnn2Cc2ccccc2)sc1C | ? | 2 | 2.9% | 37%[activator] | 1% | -11% | i | 6% | -2% |
| O=C(Cn1c(C(F)(F)F)nc2ccccc21)N=Nc1c(O)[nH]c2ccc(Br)cc12 | ? | 28 | 3.5% | / | -1% | -15% | ? | 0% | 7% |
| Cc1ccc(S(=O)(=O)Oc2ccc(/C=C(/NC(=O)c3ccccc3)C(=O)NC(C)C(=O)O)cc2)cc1 (stereo not given) | -1% | -19 | -0.4% | -8% | 0% | 3% | i | -11% | -10% |
| CCOCCCNC(=O)C(NC(=O)c1ccc2c(c1)OCO2)c1ccccc1 (stereo not given) | 9% | -1 | 0.0% | -14% | 6% | 1% | i | 0% | 14% |
| O=P(c1ccccc1)(c1ccccc1)c1cc(S(=O)(=O)O)ccc1O | 13% | 4 | -0.5% | 1% | 1% | 0% | i | 0% | 5% |
| Nc1nonc1C(=O)NCCNC(=O)c1ccc(Cl)cc1 | -3% | 28 | -0.7% | 2% | 2% | -5% | i | -4% | 1% |
| O=CN1CCN(C=O)C(O)C1O (stereo not given) | 0% | -3 | -0.4% | 2% | -1% | 14% | i | 5% | 3% |
| Cn1nnc2sc3c(c2c1=O)CCCC3 | 13% | 16 | -0.3% | -10% | -7% | -17% | i | 7% | 1% |
| CCC(C)n1c(SCC(=O)Nc2ccc3[nH]c(=O)[nH]c3c2)nc2ccccc2c1=O (stereo not given) | ? | -23 | -0.1% | -1% | -14% | 7% | i | -1% | -10% |
| C=CCNC(=S)Nc1cc(Cl)ccc1OC | -4% | 10 | 0.4% | 3% | -6% | -16% | i | -6% | 5% |
| Fc1cccc(Cl)c1Cn1c(-c2cccs2)nc2ccccc21 | ? | / | -1.0% | / | -1% | ? | / | / | -10% |
| CC1=CC2=NC(=O)CC(C)(C(=O)N(CC(=O)NC(C)(C)C)C3CCCC3)N2C=C1 (stereo not given) | ? | -2 | -0.5% | -1% | 2% | -2% | i | -6% | 0% |
| COc1ccccc1C(=O)NNC(=O)c1ccc(O)cc1 | / | 29 | 15% | / | / | -7% | i | / | -16% |
| CC(=O)c1c(C)[nH]c(C(=O)CSc2nnc(-c3ccc(Cl)cc3)n2CC2CCCO2)c1C (stereo not given) | / | -2 | 3.2% | 4% | 1% | 0% | i | 3% | -3% |
| O=C(CCCN1C(=O)/C(=C\c2ccccc2)SC1=S)N1CCOCC1 | ? | -84* | ? | -8% | -21% | 3% | ? | ? | -12% |
| O=C(CSc1nncs1)Nc1ccc(N2CCCCC2)cc1 | -4% | 4 | 2.5% | 15% | -4% | -10% | ? | -1% | -6% |
| CCCN1C(=O)C(=O)N(CC(=O)N2c3ccccc3NC(=O)CC2C)C1=O (stereo not given) | / | 12 | 0.6% | / | / | 4% | ? | / | -11% |
| CCCCNC(=O)C[C@@H]1C[C@@]2(C(=O)OCC)CCC=C2N(CCC2=CCCCC2)C1=O | / | -23 | 3.6% | -3% | / | / | i | / | / |
| CCc1nc(SCC(=O)NCc2ccc(F)cc2)c2c(=O)n(C)c(=O)n(C)c2n1 | 5% | 15 | -0.1% | 10% | -1% | 19% | i | 7% | 19% |
| Cc1cc(C)cc(C(=O)NCC(=O)NNC(=O)CSc2ccccc2F)c1 | -12% | 0 | -0.4% | 1% | -1% | 0% | i | -1% | 0% |
| COCCNC(=O)c1cc(OC)c(OC)cc1[N+](=O)[O-] | 6% | 18 | -0.7% | 8% | 0% | 10% | i | -1% | 1% |
| COc1ccc(OC)c(S(=O)(=O)CC(=O)c2cc3ccc(OC)cc3oc2=O)c1 | 0% | 4 | -0.2% | / | -6% | 0% | i | ? | 3% |
| N#Cc1nc(-c2cccs2)oc1NCCc1ccccc1 | / | -15 | 4.6% | 7% | 6% | -9% | i | 13% | -20% |
| CCOC(=O)N1CCN(S(=O)(=O)c2cc(OCC(N)=O)c(C)cc2Cl)CC1 | -6% | -4 | -0.6% | -10% | -1% | 1% | i | 4% | -14% |
| COc1ccccc1-c1ccc(Nc2cccc(C(F)(F)F)c2)nn1 | 0% | 2 | -0.8% | -10% | -7% | 7% | i | -2% | 3% |
| O=C(COc1ccc([N+](=O)[O-])cc1)Nc1cccc2cccnc12 | ? | / | -0.2% | -10% | -2% | -3% | i | / | -11% |
| Cn1c(N)c(C(=O)COC(=O)COc2ccccc2Cl)c(=O)n(C)c1=O | 1% | 8 | 0.4% | -6% | -4% | -13% | i | 0% | 9% |
| CN(C)S(=O)(=O)c1ccc(N2CCCC2)c(C(=O)OCC(=O)N2CCN(c3ccccc3)CC2)c1 | ? | -8 | 0.4% | 3% | -14% | 12% | i | 14% | -6% |
| CCC1CN(C(=O)NCc2cccc(OC)c2)c2ccccc2O1 (stereo not given) | -12%&-10% | 10 | -0.5%&0.2% | -10% | 10%&0% | ? | i | ? | -5%&-31% |
| CC(=O)Nc1ccc(OCC(O)CN2CCN(S(=O)(=O)c3ccc(NC(C)=O)cc3)CC2)cc1 (stereo not given) | / | 6 | -0.7% | -2% | 19% | 13% | i | -25% | -3% |
| OC(c1cccc(Cl)c1)c1nc(-c2cnc3ccccc3c2)cs1 (stereo not given) | / | -6 | 4.9% | -29% | / | ? | ? | / | -35% |
| Cn1c(SCC(=O)NC2CC2)nnc1-c1ccccn1 | 4% | 9 | -0.9% | -1% | 3% | 4% | i | -4% | 6% |
| COc1cc(C(=O)N2CCN(c3ccc(Nc4ccccc4)nn3)CC2)cc(OC)c1OC | / | / | 8.3% | / | 0% | -23% | / | / | -19% |
